IDH1 R132H inh: human IDH1 R132H inhibition; IDH1-R132H enzyme, NADPH consumption, diaphorase/resazurin fluorescence; O75874; Potency, µM (doses to about 76.6 µM), inactives show top-dose activity change, negative = inhibition, hits mostly inhibitors; 390,000 compounds, 0.093% hits; note: potency is the fitted concentration of half-maximal effect; % is set by controls: 0 for no effect and ±100 for the full control effect; nearly all actives have a fitted effect of over 65% in size
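IDH1-R132H (0.5 ug/mL) preincubated 30 min with compound, then NADPH (0.016 mM) and alpha-KG (2 mM) added; 80 min at RT, pH 7.5. Remaining NADPH coupled via diaphorase/resazurin to fluorescence (540/590 nm); concentration-response curves normalized to no-enzyme control.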
TRHR enhancer: allosterically enhances the human TRH receptor; P34981; TRHR cells, fluo-8 calcium fluorescence, EC20 TRH enhancement; enhancement, % at 2 µM; 360,000 compounds, 0.66% hits; in the data active = enhancement above about 30%; note: 0% is about no effect
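TRHR-expressing cells loaded with fluo-8 calcium dye were read kinetically (ex 480/em 530) during compound addition, then stimulated with an EC20 of TRH (10 nM final). Enhancement of the Gq-mediated intracellular calcium response was scored.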
TrxR1 substrate: rat thioredoxin reductase 1 substrate activity | purified TrxR1 substrate turnover, NADPH consumption readout | Potency, µM (series often up to 114 µM), inactives show at the top dose activity change, negative = substrate turnover | 390,000 compounds, 0.01% hits | AID 588456; note: potency is the fitted concentration of half-maximal effect; % is set by controls: 0 for no effect and ±100 for the full control effect; nearly all actives have a fitted effect of over 50% in size
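Rat TrxR1, dispensed at 90 nM, was prereduced with 400 uM NADPH (final) for 5 min at ~22 deg C, then incubated with compound 15 min before 400 uM selenite. A first-read NADPH fluorescence drop versus no-compound background flagged substrates.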
D2 antagonist: antagonists of human D2 dopamine receptor; P14416; HEK293 TREx D2 cells, calcium flux, dopamine EC80; inhibition, % at 10 µM; 340,000 compounds, 2% hits; in the data active = inhibition above about 30%; note: 0% is about no effect
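Overnight-induced (tetracycline, 30 C) HEK293 T-REx cells carrying force-coupled D2 receive a no-wash calcium dye, then compound, then EC80 dopamine at 180 s; signals are read kinetically throughout.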
USP1-UAF1 inh: USP1/UAF1 (human) deubiquitinase inhibition | O94782 | recombinant USP1/UAF1, Ub-Rhodamine cleavage fluorescence | Potency, µM (highest dose often 57.1 µM), for the others: at the highest dose activity change, negative = inhibition, actives largely listed as inhibitors | 390,000 compounds, 0.23% hits | AID 743255; note: potency is the fitted concentration of half-maximal effect; % is set by controls: 0 for no effect and ±100 for the full control effect; nearly all actives have a fitted effect of over 60% in size; inactives centre near -12
Target sequence (O94782 whole entry, looked up): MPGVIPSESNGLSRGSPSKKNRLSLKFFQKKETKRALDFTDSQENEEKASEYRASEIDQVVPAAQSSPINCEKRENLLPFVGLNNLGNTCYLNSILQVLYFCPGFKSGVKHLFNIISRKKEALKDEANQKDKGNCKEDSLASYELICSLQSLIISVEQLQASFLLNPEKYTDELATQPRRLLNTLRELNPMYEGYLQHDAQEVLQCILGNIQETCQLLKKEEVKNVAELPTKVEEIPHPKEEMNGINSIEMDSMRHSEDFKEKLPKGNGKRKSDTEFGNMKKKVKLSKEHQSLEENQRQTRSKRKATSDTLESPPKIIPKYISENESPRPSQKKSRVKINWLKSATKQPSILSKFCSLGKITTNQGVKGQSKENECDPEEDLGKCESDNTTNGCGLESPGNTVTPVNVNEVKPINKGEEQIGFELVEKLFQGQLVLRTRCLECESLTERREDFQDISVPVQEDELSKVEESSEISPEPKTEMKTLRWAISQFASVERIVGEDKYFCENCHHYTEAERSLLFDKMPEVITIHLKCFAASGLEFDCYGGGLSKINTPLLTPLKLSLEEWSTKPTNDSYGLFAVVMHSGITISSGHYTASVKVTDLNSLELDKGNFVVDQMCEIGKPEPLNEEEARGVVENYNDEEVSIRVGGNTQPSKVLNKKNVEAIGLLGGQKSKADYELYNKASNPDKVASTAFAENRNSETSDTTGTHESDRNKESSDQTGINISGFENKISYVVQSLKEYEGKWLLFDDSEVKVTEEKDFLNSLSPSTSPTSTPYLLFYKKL
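USP1/UAF1 complex at 1 nM was preincubated with compound for 15 min at room temperature, then Ub-Rho substrate (150nM final) was added. Fluorescence (480/540 nm) was read kinetically, 6 reads every 60 seconds.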
D2 agonist: activates the human D2 dopamine receptor. 340,000 compounds, 0.53% hits. P14416. AID 485358. activation, % at 2 µM. HEK293 T-REx D2 cells, calcium flux agonist mode;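 active = activation over 3 SD above normal in the single-dose calcium agonist read, cut at about 30% in these data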; note: 0% is about no effect
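Agonism scored from kinetic calcium signal (1 read/sec, 180 s) following compound pin transfer, after a 10 s baseline. Cells: HEK293 Trex line expressing inducible D2 receptor coupled to calcium, dye-loaded after overnight culture at 30 C.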
Pin1 inhibitor: human Pin1 inhibition; 390,000 compounds, 0.009% hits; AID 504891; Potency, µM (series often up to 115 µM), for inactives: at the highest dose activity, negative = inhibition, actives largely listed as inhibitors; Pin1 FP peptide displacement, HiFluor488, 10 min; active = well fitted inhibition curve with a large enough effect in the polarisation, with a control signal flat, not every such curve was filed as active; inconclusive = small, poorly fitted or top-dose-only effect, or effect the other way, or a change in a side signal; inactive = no such curve, though single readings can be large or run the other way; the % refers to the polarisation; note: potency is the fitted concentration of half-maximal effect; % is set by controls: 0 for no effect and ±100 for the full control effect
Target sequence (Q13526 whole entry, looked up): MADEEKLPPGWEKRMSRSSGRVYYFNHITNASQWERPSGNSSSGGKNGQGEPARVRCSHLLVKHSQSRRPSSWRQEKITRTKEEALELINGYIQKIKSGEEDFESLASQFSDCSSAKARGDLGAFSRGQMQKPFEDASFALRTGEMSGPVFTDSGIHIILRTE
TRHR ag: agonists of human TRH receptor; P34981; TRHR cells, calcium flux fluo-8, FDSS agonist mode; activation, % at 2 µM; 360,000 compounds, 0.18% hits; in the data active = activation above about 30%; note: 0% is about no effect
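TRHR-expressing cells, plated overnight in medium with 10% serum, were loaded with fluo-8 calcium dye at room temperature. After a 10 s baseline, library compound was pin-added and calcium release was recorded kinetically (ex 480/em 530) as agonist response.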
rTrxR1 inhibitor: inhibitors of rat thioredoxin reductase 1; 390,000 compounds, 1% hits; Potency, µM (highest dose often 114 µM), for the others: at the top dose activity change, negative = inhibition, usual class: inhibitors; O89049; recombinant rTrxR1, NADPH fluorescence consumption, selenite substrate; note: potency is the fitted concentration of half-maximal effect; % is set by controls: 0 for no effect and ±100 for the full control effect; nearly all actives have a fitted effect of over 65% in size
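Rat TrxR1 (90 nM in the dispensed reagent) was pre-reduced with 400 uM NADPH for 5 min at room temperature, then incubated with compound for 15 min. After 400 uM selenite was added, NADPH fluorescence (Ex 340/Em 450 nm) was followed for 8 min.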
* = called active by the depositor; ? = inconclusive; / = not tested or not shown; [ ] = another dose, or the depositor's remark. Unless noted, calls come from the whole dose curve; as a rule, active = well fitted inhibition curve with a large enough effect; inconclusive = small, poorly fitted or top-dose-only effect; inactive = no such curve, though single readings can be large or run the other way.

SMILES	IDH1 R132H inh	TRHR enhancer	TrxR1 substrate	D2 antagonist	USP1-UAF1 inh	D2 agonist	Pin1 inhibitor	TRHR ag	rTrxR1 inhibitor
CCn1c2ccccc2c2cc(CN3CCN(Cc4ccccc4C)CC3)ccc21	-11%	6	8%	/	-15%	-0.5	0%	-0.7	11%
CC(=O)NN1C(=O)c2ccccc2NC1c1ccccc1 (stereo not given)	2%	-4	119%[activator]	-1	-7%	0.7	-2%	-0.3	21%
CCCOc1cccc(NC(=O)c2c(-c3ccccc3Cl)noc2C)c1	30%	-5	-5%	/	?	/	-1%	-0.6	7%
C[C@@H]1CC=C[C@H]2[C@H]1C(=O)N(Cc1ccccc1)[C@H]2c1ccoc1	-10%	0	-3%	-20	-13%	0.5	8%	-0.7	?
Cn1c(=O)[nH]c(=O)c2c1nc(Br)n2CCCCSc1nc2ccccc2o1	13%	10	3%[57.1 µM]	-5	-11%	0.6	5%	0.3	26%[57.1 µM]
O=C(CNC(=O)c1ccc(Cl)cc1)OCC(=O)N1CCCC1	2%	-2	3%[57.1 µM]	15	-15%	0.2	-4%	0.9	7%[57.1 µM]
Cn1cc(S(=O)(=O)N2CCCC2)cc1C(=O)NCc1ccc(F)cc1	1%	3	8%[57.1 µM]	-5	-1%	-0.5	0%	0.3	8%[57.1 µM]
COc1cccc(CNS(=O)(=O)c2ccc3c(c2)NC(=O)CS3)c1	0%	6	6%	17	-19%	1.1	-10%	-0.1	25%
Cn1cnnc1SCC(=O)Nc1ccc(OC(F)F)cc1	4%	-2	11%	/	-27%	/	1%	0.1	29%
O=[N+]([O-])c1ccc(Cl)c(/C=N/N2CCN(C3c4ccccc4-c4ccccc43)CC2)c1	5%	-6	-8%	22	-8%	0.2	0%	0.4	-7%
N=NC(=O)c1ccccc1Nc1c(O)[nH]c2ccccc12	4%	/	-2%[11.4 µM]	/	-12%	/	9%	/	-3%[11.4 µM]
Cc1cccc(-n2cnc(C(=O)NNC(=S)Nc3ccccc3)c2)n1	-2%	-2	0%	16	-26%	0.1	-6%	-0.3	-10%
CCOC(=O)c1c(C)nc2sc(C(=O)Nc3ccccc3)c(N)c2c1-c1ccc(OC)cc1	3%	3	35%	-4	-22%	-0.1	0%	0.1	33%
COc1ccccc1N(C)S(=O)(=O)c1ccc(C)c(C(=O)NC(C)c2ccccn2)c1 (stereo not given)	8%	0	-12%	0	-6%	-1.9	1%	0.5	-8%
COC(=O)CCC(=O)NNC(=O)CCCOc1ccc(Cl)cc1Cl	3%	/	5%	/	9%	/	?	/	27%
COc1c(S(=O)(=O)NCCN2CCOCC2)ccc(Cl)c1Cl	10%	2	13%	23	-24%	1.3	2%	0.1	26%
CCC(C)NC(=O)CN1C(=O)NC2(CCc3ccccc3C2)C1=O (stereo not given)	1%	3	-3%[57.1 µM]	-5	-9%	0.9	5%	1.1	8%[57.1 µM]
CNc1nc(-c2ccc3c(c2)CCN3S(=O)(=O)c2ccccc2)c(C)s1	7%	-4	13%[57.1 µM]	-5	-6%	-1.2	2%	-0.9	36%[57.1 µM]
CN1CCc2c(sc(/N=C/c3c[nH]c4ccccc34)c2C(N)=O)C1	1%	20	26%	13	?	1.5	43%[activator]	0.6	1%
O=C1CN(C(=O)c2ccc3nc(Cc4cccc(Cl)c4)oc3c2)CCN1	3%	-2	-3%	-5	-2%	0.1	-23%	0.4	-13%
O=C(CCc1nc2cccnc2n1Cc1ccccc1)N1CCOCC1	-1%	16	10%	-4	0%	0.4	9%	0.0	14%
Cc1cn2c(=O)cc(COC(=O)c3ccc(NC(=O)c4ccc(F)cc4)cc3)nc2s1	-6%	2	2%[57.1 µM]	/	-19%	1.9	17%	0.2	12%[57.1 µM]
Cc1ccc(N/C(CSC(N)=O)=N\S(=O)(=O)c2ccc(C)cc2)cc1	11%	1	13%	-1	-4%	-0.4	2%	0.0	41%[activator]
CC(=O)N/C(=C\c1cccc([N+](=O)[O-])c1)C(=O)NC(C)C	2%	2	-1%	3	-12%	-0.1	3%	0.3	-7%
C/C(=N/NC(=O)CNC(=O)c1ccccc1F)c1ccc2c(c1)CCCC2	0%	6	10%[57.1 µM]	/	4%	/	1%	-0.1	11%[57.1 µM]
CCOC(=O)CC1(CC(=O)OCC)NC(=O)c2c(C)sc(C(=O)OCC)c2N1	4%	8	62%[activator]	5	-6%	0.4	0%	0.4	-8%[57.1 µM]
Clc1ccc(-c2noc(CN3CCN(c4ccccc4)CC3)n2)cc1	1%	7	6%	-8	-8%	1.6	1%	0.2	18%
CC(=O)NN1C(=O)c2ccccc2NC1c1ccc(N(C)C)cc1 (stereo not given)	2%	12	1%	13	-12%	-0.1	-2%	-0.9	7%
COc1ccc(CNc2ncnc3cc(Cl)ccc23)cc1OC	-2%	2	-7%	2	-13%	0.3	2%	1.2	5%[57.1 µM]
O=C(COc1ccc2c(-c3ccccc3)cc(=O)oc2c1)NCCN1CCOCC1	-6%	0	-1%	-10	-23%	-0.3	1%	1.0	14%
NC(=O)CSc1nnc2sc3ccccc3n12	2%	14	2%	8	-4%	0.6	-2%	0.0	5%
CCOc1ccc2nc(NCCCNS(=O)(=O)c3ccc(C)cc3)c(C#N)cc2c1	13%	-3	13%	4	-24%	5.0	?	1.6	11%
Cc1ccc(C(=O)N/C(=C/c2cccnc2)C(=O)N2CCCCCC2)cc1	3%	-1	4%	1	-4%	-0.6	-1%	0.4	9%
O=C(CCSc1ccc(Cl)cc1)N1CCOCC1	-1%	5	7%[57.1 µM]	-17	-14%	-1.1	0%	-0.6	18%[57.1 µM]
Cc1ccc(NC(=O)COc2ccc(C(=O)NCCc3ccccc3)cc2)cc1	-3%	/	10%	/	0%	/	-17%	/	25%
O=C(CSc1nncn2c1cc1sccc12)Nc1ccccc1C(F)(F)F	-15%	25	-16%	/	6%	-0.5	19%	-1.1	-15%

Gathered by group: those above containing a nitro group on carbon.
SMILES	IDH1 R132H inh	TRHR enhancer	TrxR1 substrate	D2 antagonist	USP1-UAF1 inh	D2 agonist	Pin1 inhibitor	TRHR ag	rTrxR1 inhibitor
O=[N+]([O-])c1ccc(Cl)c(/C=N/N2CCN(C3c4ccccc4-c4ccccc43)CC2)c1	5%	-6	-8%	22	-8%	0.2	0%	0.4	-7%
CC(=O)N/C(=C\c1cccc([N+](=O)[O-])c1)C(=O)NC(C)C	2%	2	-1%	3	-12%	-0.1	3%	0.3	-7%

Additional results follow.
SMILES	IDH1 R132H inh	TRHR enhancer	TrxR1 substrate	D2 antagonist	USP1-UAF1 inh	D2 agonist	Pin1 inhibitor	TRHR ag	rTrxR1 inhibitor
Cn1c(SCC(=O)Nc2ccc(N3CCOCC3)cc2)nnc1-c1ccco1	-4%	-5	1%	8	-7%	4.3	-3%	0.6	11%
CCNC(=S)Nc1ccc(OCc2nc3ccccc3s2)cc1	2%	-2	-6%[57.1 µM]	2	-17%	0.7	11%	-0.5	0%[57.1 µM]
Cc1nccn1CC(O)COC1CCCCC1 (stereo not given)	2%	6	0%	-7	-11%	0.0	-15%	1.1	9%
CC1CCC2(CC1)SCC(=O)N2c1ccc(F)cc1 (stereo not given)	8%	0	-3%	-10	-13%	1.7	-1%	-0.7	26%[57.1 µM]
O=c1c2ccccc2[nH]c(=S)n1Cc1ccc2c(c1)OCO2	6%	-3	-2%[57.1 µM]	/	-19%	/	1%	0.1	24%[57.1 µM]
COC(=O)CSCc1nc(-c2ccc(C(=O)OC)cc2)oc1C	4%	2	4%[57.1 µM]	/	-21%	0.4	-8%	0.1	-11%[57.1 µM]
Brc1ccc(-c2csc(-c3nc(-c4ccc(Br)s4)cs3)n2)cc1	-10%	-1	-6%	/	-15%	/	4%	1.1	4%
CCN(CC)S(=O)(=O)c1ccc(-c2ccc(S(=O)(=O)N(CC)CC)cc2)cc1	9%	-9	-9%	10	-20%	2.9	0%	2.3	-11%
Cc1ccccc1/C=C1\Sc2ccc(C(=O)N3CCN(c4ccccn4)CC3)cc2N(C)C1=O	-7%	1	5%	-4	-23%	28	15%	1.3	14%
Cc1nn(C)c(C)c1S(=O)(=O)N(CC(=O)N1CCc2ccccc21)c1ccc(C(C)C)cc1	-6%	6	2%	/	-11%	/	0%	-0.2	27%
Cc1cc(=O)c2c(C)ccc(C)c2[nH]1	6%	3	9%[57.1 µM]	-7	-22%	1.6	0%	0.2	16%[57.1 µM]
O=C(NCCc1ccccc1O)c1cc2c(cc1[N+](=O)[O-])OCO2	-2%	/	3%[11.4 µM]	/	-8%	/	3%	/	-6%[11.4 µM]
CCc1c(C)sc(NC(=O)c2cc(-c3ccco3)on2)c1C#N	14%	-7	8%[11.4 µM]	-3	-16%	0.7	12%	1.1	-10%[11.4 µM]
CNC(=O)c1cc2cc(Br)ccc2s1	17%	-12	15%[57.1 µM]	9	-11%	-0.8	-3%	-0.4	31%[57.1 µM]
Cc1cccc(C)c1N1CCN(S(=O)(=O)N2CCOCC2)CC1	12%	7	-3%	-6	-18%	-0.9	?	0.0	?
O=C(CC1NCCN(Cc2ccccc2)C1=O)Nc1ccccc1 (stereo not given)	3%	-7	1%	-3	-3%	-1.3	-1%	0.2	25%
Cc1nnc(SCC(=O)Nc2ccc(S(=O)(=O)N3CCCCC3)cc2)s1	2%	2	-4%	3	-7%	0.8	-5%	1.4	7%
Cc1noc(C)c1CCC(=O)O	2%	-3	-4%	-5	-23%	0.0	-4%	0.8	-7%
O=C(COC(=O)C1CC1)Nc1ccc(N=Nc2ccccc2)cc1	-6%	4	-12%	-2	-11%	0.4	-10%	0.3	-12%
CC1(C)CC(=O)C2=C(C1)OC(N)=C(C#N)C21C(=O)N(Cc2ccccc2Cl)c2ccccc21 (stereo not given)	-1%	1	8%[57.1 µM]	7	-13%	1.0	7%	0.1	17%[57.1 µM]
Cc1ccc(S(=O)(=O)N2CCN(C(=O)COC(=O)/C=C/c3ccccc3)CC2)c(C)c1	3%	6	-11%	19	3%	0.5	13%	0.9	5%
COC(=O)c1cc2c(=O)c3ccccc3oc2nc1C	3%	-3	7%[57.1 µM]	0	0%	-0.3	-5%	1.1	17%[57.1 µM]

Screening results from PubChem.

These rows are one share of the data; rates above refer to the full screens.
